Screening results from PubChem.
Mtb BioA inh = inhibitors of Mycobacterium tuberculosis BioA enzyme. purified M. tuberculosis BioA enzyme, plate reader. inhibition, % at 9.99 µM. 360,000 compounds, 0.096% hits. AID 602481; in the data active = inhibition above about 40%
An asterisk follows results filed as active.

SMILES	Mtb BioA inh
C[C@H]1CN([C@@H](C)CO)C(=O)c2cc(NC(=O)Nc3ccc(C(F)(F)F)cc3)ccc2O[C@H]1CN(C)S(C)(=O)=O	-1.5
C[C@H](CO)N1C[C@H](C)[C@H](CN(C)Cc2ccc(C(=O)O)cc2)Oc2ccc(NC(=O)Nc3ccc(F)cc3)cc2C1=O	-1.6
C[C@H](CO)N1C[C@H](C)[C@H](CN(C)C(=O)C2CCCCC2)OCCCC[C@H](C)Oc2ccc(NC(=O)Cc3ccccc3)cc2C1=O	2.1
COCC#Cc1cnc2c(c1)C(=O)N([C@H](C)CO)C[C@@H](C)[C@H](CN(C)C(=O)Nc1cc(F)ccc1F)O2	6.3
CNC[C@H]1OCCCC[C@H](C)Oc2ccc(N(C)C)cc2C(=O)N([C@H](C)CO)C[C@@H]1C	-6.9
CN1CCN(C(=O)C[C@@H]2CC[C@@H]3[C@H](COC[C@H](O)CN3C(=O)C3CCCC3)O2)CC1	-2.6
O=C(C[C@H]1CC[C@H](NC(=O)NC2CCCCC2)[C@@H](CO)O1)NCc1ccccc1	0.1
COc1cccc(S(=O)(=O)Nc2ccc3c(c2)[C@@H]2C[C@H](CC(=O)NC4CCCCC4)O[C@@H](CO)[C@@H]2O3)c1	-2.2
COc1ccc(NC(=O)Nc2ccc3c(c2)CC(=O)N([C@@H](C)CO)C[C@H](C)[C@@H](CN(C)Cc2ccc(-c4ccccc4)cc2)O3)cc1	-0.7
C[C@H](CO)N1C[C@H](C)[C@@H](CN(C)Cc2ccc(C(=O)O)cc2)Oc2ncc(C#CCN(C)C)cc2C1=O	-9.6
COC(=O)C[C@@H]1CC[C@H]2[C@@H](COC[C@@H](O)CN2C(=O)Nc2cccc(F)c2)O1	5.0
COc1cccc(CNC(=O)C[C@@H]2C=C[C@H](NC(C)=O)[C@H](CO)O2)c1	-1.6
C[C@H](CO)N1C[C@H](C)[C@@H](CN(C)C(=O)Nc2ccc(C(F)(F)F)cc2)OCCCC[C@H](C)Oc2ccc(NC(=O)NC3CCCCC3)cc2C1=O	1.1
CO[C@H]1CN(C)C(=O)c2cc(NC(=O)C3CC3)ccc2OC[C@H](C)N(C(=O)CN2CCOCC2)C[C@H]1C	-1.0
C[C@@H]1CCCCO[C@H](CN(C)C(=O)NC2CCCCC2)[C@@H](C)CN([C@@H](C)CO)C(=O)c2cc(NC(=O)c3ccccc3)ccc2O1	-2.8
O=C(CC(F)(F)F)N1C[C@@H]2[C@H](c3ccccc31)[C@H](CO)N2C(=O)Cc1ccccc1	-1.9
CC(=O)Nc1ccc2c(c1)C(=O)N(C)[C@@H]1CC[C@H](CC(=O)NCc3ccc(F)cc3)O[C@@H]1CO2	2.3
C[C@H]1CN([C@@H](C)CO)C(=O)c2cc(-c3cccnc3)cnc2O[C@@H]1CN(C)C(=O)Cc1cccnc1	-1.9
CNC[C@H]1Oc2c(cccc2N(C)C)C(=O)N([C@H](C)CO)C[C@@H]1C	0.2
C[C@@H]1CN([C@@H](C)CO)C(=O)c2cccc(NC(=O)NC3CCCCC3)c2O[C@@H]1CN(C)S(=O)(=O)c1ccc(Cl)cc1	1.1
C[C@@H]1CN([C@@H](C)CO)C(=O)c2cc(-c3ccccc3)cnc2O[C@H]1CN(C)C(=O)c1cccnc1	0.6
C[C@H](CO)N1C[C@H](C)[C@@H](CN(C)C(=O)Cc2ccccc2)OCCCC[C@H](C)Oc2ccc(N(C)C)cc2C1=O	-0.4
O=C(Nc1ccc(F)cc1)N1CCCCN2[C@@H](CO)[C@@H](c3ccc(C#Cc4ccccn4)cc3)[C@@H]2C1	1.4
C[C@H](CO)N1C[C@H](C)[C@H](CN(C)C(=O)c2ccc3c(c2)OCO3)Oc2ncc(/C=C/c3ccccc3)cc2C1=O	14.9
C/C=C/c1ccc2c(c1)O[C@H](CN(C)Cc1ccccn1)[C@@H](C)CN([C@H](C)CO)S2(=O)=O	0.4
Next part
SMILES	Mtb BioA inh
C[C@@H]1CN([C@H](C)CO)C(=O)c2cc(C#Cc3ccncc3)cnc2O[C@H]1CN(C)CC1CCOCC1	-0.7
C[C@H]1CN([C@@H](C)CO)C(=O)CCCn2cc(nn2)CO[C@H]1CN(C)S(=O)(=O)c1ccccc1	-0.1
C[C@@H]1CN([C@@H](C)CO)C(=O)c2cc(C3=CCCC3)cnc2O[C@@H]1CN(C)C(=O)Cc1ccncc1	-2.8
COc1ccc(S(=O)(=O)Nc2ccc3c(c2)CC(=O)N([C@H](C)CO)C[C@@H](C)[C@H](CN(C)C(=O)Nc2cccc4ccccc24)O3)cc1	-2.1
COCC(=O)N1CCCCN2[C@H](CO)[C@H](c3ccc(C#Cc4cccnc4)cc3)[C@@H]2C1	6.3
CN1C(=O)c2cc(NC(=O)c3ccc(F)c(F)c3)ccc2OC[C@H]2O[C@H](CC(=O)O)CC[C@H]21	4.2
C[C@@H]1CCCCO[C@H](CN(C)C(=O)NC2CCCCC2)[C@H](C)CN([C@H](C)CO)C(=O)c2cc(NC(=O)C3CCCCC3)ccc2O1	-0.4
C[C@@H]1CN([C@H](C)CO)C(=O)Cc2cc(NC(=O)Cc3cn(C)c4ccccc34)ccc2O[C@H]1CN(C)Cc1ccc(Cl)c(Cl)c1	-5.4
COCCNC(=O)C[C@@H]1C[C@@H]2c3cc(NS(=O)(=O)c4ccccc4)ccc3O[C@@H]2[C@H](CO)O1	0.1
C/C=C/c1cnc2c(c1)C(=O)N([C@@H](C)CO)C[C@@H](C)[C@@H](CN(C)C(=O)Nc1ccc(OC)cc1)O2	-0.4
CCC(=O)N(C)C[C@H]1Oc2cc(C3=CCCC3)ccc2S(=O)(=O)N([C@H](C)CO)C[C@@H]1C	0.7
COc1ccc(CN(C)C[C@@H]2Oc3c(NC(=O)c4cc(C)nn4C)cccc3C(=O)N([C@@H](C)CO)C[C@H]2C)cc1	-0.1
C[C@@H]1CN([C@H](C)CO)C(=O)c2cc(-c3ccc(F)cc3)cnc2O[C@H]1CN(C)C(=O)C1CCC1	1.3
COc1ccc(S(=O)(=O)N(C)C[C@H]2Oc3ccc(NC(=O)Nc4ccccc4)cc3C(=O)N([C@@H](C)CO)C[C@H]2C)cc1	3.4
C[C@@H]1CN([C@H](C)CO)C(=O)Cc2cc(N(C)C)ccc2O[C@@H]1CN(C)C(=O)Nc1ccc2c(c1)OCO2	-1.5
C[C@H]1CN([C@@H](C)CO)C(=O)c2cc(NS(=O)(=O)c3cccs3)ccc2O[C@@H]1CN(C)S(=O)(=O)c1ccc(F)cc1	-2.0
CO[C@H]1CN(C)C(=O)c2ccc(NS(C)(=O)=O)cc2OC[C@H](C)N(Cc2cccnc2)C[C@@H]1C	0.8
C[C@H](CO)N1C[C@H](C)[C@H](CN(C)S(C)(=O)=O)Oc2ccc(NS(=O)(=O)c3ccc(Cl)cc3)cc2C1=O	2.4
COc1ccc(CN(C)C[C@H]2Oc3ccc(NC(=O)Cn4cnnn4)cc3CC(=O)N([C@H](C)CO)C[C@H]2C)cc1	1.5
COc1ccc(C#Cc2ccc([C@H]3[C@@H](CO)N4CCCCN(S(=O)(=O)c5cn(C)cn5)C[C@H]34)cc2)cc1	5.4
O=C(C[C@H]1CC[C@@H]2[C@H](COC[C@H](O)CN2C(=O)Nc2ccccc2)O1)NCc1ccccc1F	-1.0
N#Cc1ccc(-c2ccc([C@H]3[C@H](CO)N4CCCCN(C(=O)Nc5ccc(F)cc5)C[C@@H]34)cc2)cc1	-7.9
COCC(=O)Nc1ccc2c(c1)OC[C@@H](C)N(C(=O)Cc1ccccn1)C[C@H](C)[C@@H](OC)CN(C)C2=O	1.1
CC(C)NC(=O)NCC[C@H]1CC[C@H](NS(=O)(=O)c2ccc(-c3ccccc3)cc2)[C@H](CO)O1	0.7
C[C@H](CO)N1C[C@H](C)[C@@H](CN(C)C(=O)NC2CCCCC2)Oc2ccc(NC(=O)Nc3ccccc3)cc2CC1=O	0.3

A second format for some results above.
C[C@@H]1CN([C@@H](C)CO)C(=O)c2cc(C3=CCCC3)cnc2O[C@@H]1CN(C)C(=O)Cc1ccncc1
  Mtb BioA inh: -2.8
O=C(C[C@H]1CC[C@@H]2[C@H](COC[C@H](O)CN2C(=O)Nc2ccccc2)O1)NCc1ccccc1F
  Mtb BioA inh: -1.0

(list continues)
SMILES	Mtb BioA inh
C[C@@H]1CN([C@H](C)CO)C(=O)c2cc(NS(=O)(=O)c3ccc(F)cc3)ccc2O[C@@H](C)CCCCO[C@@H]1CN(C)C(=O)c1ccncc1	-2.2
C[C@H](CO)N1C[C@H](C)[C@@H](CN(C)Cc2ccccn2)Oc2ncc(C#CC3(O)CCCC3)cc2C1=O	0.0
COc1ccc(S(=O)(=O)Nc2ccc3c(c2)[C@@H]2C[C@H](CC(=O)O)O[C@H](CO)[C@@H]2O3)cc1	-1.6
C[C@@H]1CN([C@H](C)CO)C(=O)Cc2cc(NC(=O)Nc3ccc4c(c3)OCO4)ccc2O[C@@H]1CN(C)Cc1ccc(C(=O)O)cc1	-1.9
OC[C@H]1[C@H](c2ccc(C#Cc3ccccc3)cc2)[C@@H]2CN(CC3CCOCC3)CCCCN12	0.4
COCC(=O)N1C[C@@H]2[C@H](c3ccccc31)[C@H](CO)N2Cc1ccccc1	-1.4
COc1ccc(NC(=O)Nc2ccc3c(c2)C(=O)N([C@@H](C)CO)C[C@@H](C)[C@@H](CN(C)CC2CCCCC2)OCCCC[C@@H](C)O3)cc1	-0.8
Cc1ccc(S(=O)(=O)Nc2ccc3c(c2)C(=O)N([C@@H](C)CO)C[C@@H](C)[C@@H](CN(C)Cc2ccncc2)O3)cc1	-1.9
CCC(=O)N1CCCCN2[C@H](C1)[C@@H](c1ccc(/C=C/c3ccccc3)cc1)[C@@H]2CO	-0.2
CC(C)CC#Cc1cnc2c(c1)C(=O)N([C@@H](C)CO)C[C@H](C)[C@H](CN(C)Cc1cncnc1)O2	-3.8
COCC(=O)Nc1ccc2c(c1)C(=O)N(C)C[C@H](OC)[C@H](C)CN(Cc1ccccc1)[C@H](C)CO2	-1.3
Cc1ccc(S(=O)(=O)N[C@@H]2C=C[C@@H](CC(=O)NCc3ccncn3)O[C@H]2CO)cc1	-6.1
CO[C@@H]1CN(C)C(=O)c2cc(NC(=O)C3CCCCC3)ccc2OC[C@H](C)N(C)C[C@@H]1C	-0.2
O=C(C[C@@H]1C[C@H]2c3cc(NC(=O)c4cccnc4)ccc3O[C@H]2[C@@H](CO)O1)NCc1cccc(F)c1	27.3
C[C@H]1CN([C@@H](C)CO)C(=O)Cc2cc(NC(=O)Nc3ccccc3)ccc2O[C@H]1CN(C)S(=O)(=O)c1cn(C)cn1	-1.4
CC(C)CNC(=O)[C@@H]1c2ccccc2C(=O)N(CC23CC4CC(CC(C4)C2)C3)[C@H]1c1ccc(CO)cc1	1.3
C[C@@H]1CN([C@H](C)CO)C(=O)Cc2cc(NC(=O)CCN3CCOCC3)ccc2O[C@H]1CN(C)C	0.9
C[C@@H]1CCCCO[C@@H](CN(C)C(=O)Nc2ccccc2)[C@H](C)CN([C@@H](C)CO)C(=O)c2cc(NS(=O)(=O)c3ccc(Cl)cc3)ccc2O1	-0.3
COC(=O)C[C@@H]1C[C@H]2c3cc(NC(=O)CN(C)C)ccc3O[C@H]2[C@@H](CO)O1	-2.3
Cc1noc(C)c1S(=O)(=O)Nc1ccc2c(c1)C(=O)N([C@@H](C)CO)C[C@@H](C)[C@@H](CN(C)C(=O)Nc1cccc3ccccc13)OCCCC[C@@H](C)O2	0.0
C[C@H]1CN([C@@H](C)CO)C(=O)c2cc(NC(=O)Nc3ccccc3)ccc2O[C@H]1CN(C)Cc1ccc(C(F)(F)F)cc1	-3.0
C[C@@H]1CN([C@H](C)CO)C(=O)c2cc(NS(=O)(=O)c3ccc(F)cc3)ccc2O[C@@H](C)CCCCO[C@@H]1CN(C)C(=O)c1ccccc1	-1.4
C[C@@H]1CN([C@@H](C)CO)C(=O)CCCn2cc(nn2)CO[C@@H]1CN(C)S(=O)(=O)c1cccs1	-2.9
C[C@@H]1CN([C@H](C)CO)C(=O)c2cc(NS(C)(=O)=O)ccc2O[C@@H](C)CCCCO[C@H]1CN(C)Cc1ccc(C(=O)O)cc1	0.3
COC(=O)[C@H]1[C@H](CO)[C@H]2Cn3c(cccc3=O)[C@@H]1N2Cc1nccs1	0.1

A section from further up:
SMILES	Mtb BioA inh
C[C@H]1CN([C@@H](C)CO)C(=O)c2cc(NC(=O)Nc3ccccc3)ccc2O[C@H]1CN(C)Cc1ccc(C(F)(F)F)cc1	-3.0
C[C@@H]1CN([C@H](C)CO)C(=O)c2cc(NS(=O)(=O)c3ccc(F)cc3)ccc2O[C@@H](C)CCCCO[C@@H]1CN(C)C(=O)c1ccccc1	-1.4
C[C@@H]1CN([C@@H](C)CO)C(=O)CCCn2cc(nn2)CO[C@@H]1CN(C)S(=O)(=O)c1cccs1	-2.9

Carrying on:
SMILES	Mtb BioA inh
COCC(=O)N(C)C[C@H]1Oc2ncc(C#CCC3CCCC3)cc2C(=O)N([C@H](C)CO)C[C@H]1C	-0.9
COCCCNC(=O)[C@]1(Cc2ccccc2N=[N+]=[N-])N=C(c2ccc(OCCCO)cc2)O[C@@H]1c1ccccc1N=[N+]=[N-]	0.3
C[C@H](CO)N1C[C@H](C)[C@@H](CN(C)Cc2ccncc2)OCCCC[C@H](C)Oc2ccc(NS(=O)(=O)c3cn(C)cn3)cc2C1=O	-1.6
C[C@@H]1CN([C@@H](C)CO)C(=O)c2cc(C#C[C@@H](C)O)cnc2O[C@H]1CN(C)C(=O)Cc1ccncc1	-0.5
CCCNC(=O)N(C)C[C@@H]1Oc2ncc(C#Cc3ccccc3F)cc2C(=O)N([C@H](C)CO)C[C@H]1C	0.3
O=C(C[C@H]1CC[C@H](NC(=O)Cc2ccccn2)[C@H](CO)O1)NCCCN1CCOCC1	-1.8

Reprinted at random: five entries already listed, in no set order.
SMILES	Mtb BioA inh
C[C@@H]1CN([C@@H](C)CO)C(=O)c2cc(C#C[C@@H](C)O)cnc2O[C@H]1CN(C)C(=O)Cc1ccncc1	-0.5
CCCNC(=O)N(C)C[C@@H]1Oc2ncc(C#Cc3ccccc3F)cc2C(=O)N([C@H](C)CO)C[C@H]1C	0.3
COCC(=O)N(C)C[C@H]1Oc2ncc(C#CCC3CCCC3)cc2C(=O)N([C@H](C)CO)C[C@H]1C	-0.9
COCCCNC(=O)[C@]1(Cc2ccccc2N=[N+]=[N-])N=C(c2ccc(OCCCO)cc2)O[C@@H]1c1ccccc1N=[N+]=[N-]	0.3
C[C@H](CO)N1C[C@H](C)[C@@H](CN(C)Cc2ccncc2)OCCCC[C@H](C)Oc2ccc(NS(=O)(=O)c3cn(C)cn3)cc2C1=O	-1.6

An excerpt; the hit share may differ from the screen's.
